HIV fusion peptide: cell-free HIV fusion peptide-binding blockers – biochemical, uHTS, fluorescence dequenching, primary screen (AID 1986) | hit rate 0.3% among 290,000 | cell-free peptide binding, fluorescence dequenching, 30 min; higher % means a stronger effect | inhibition, % at 20 µM; hits with a dose series show IC50 in µM; in the data active = inhibition mostly above about 52%, no sharp cut-off; inactive = mostly below about 76%; also: some results filed as inactive read as strong as hits
AID2073: inhibitors of Mint1-CaV2.2 protein interaction, biochemical, HTRF (AID 2073); inhibition, % at 20 µM, or IC50 in µM where a hit was titrated; hit rate 0.19% among 290,000; HTRF protein-protein interaction, Mint1-CaV2.2; higher % means a stronger effect; in the data active = inhibition mostly above about 51%, no sharp cut-off; inconclusive = no clear call, values can overlap the other calls; inactive = mostly below about 53%; also: some results filed as inactive read as strong as hits
The depositor's hits bear a star; ? = inconclusive.

#	molecule	AID2073	HIV fusion peptide
1	CCCCCC(=O)Nc1nnc(CCc2ccccc2)s1	14%	-0.4%
2	CCc1ccc2oc(=O)cc(CN3CCCCC3)c2c1	?	-2.5%
3	Cc1ccccc1NS(=O)(=O)c1cc2c3c(c1)C(C)C(=O)N3CCC2 (centres undefined)	-1%	0.6%
4	CC#CC(=O)N1CCCC(Cc2cccc(OC)c2)(C(=O)OCC)C1 (centres undefined)	12%	-0.1%
5	CCNC(=O)/C(C#N)=C/c1c(N2CCN(C)CC2)nc2c(C)cccn2c1=O	7%	-1.4%
6	O=C(NCc1ccco1)/C(=C\c1cccc([N+](=O)[O-])c1)NC(=O)c1ccco1	6%	0.6%
7	COc1ccc(NC2CCCN(C(=O)c3ccc(C)c(N4CCNC4=O)c3)C2)cc1 (centres undefined)	-8%	-0.7%
8	Cc1cccc(-c2c(NC(=O)c3ccco3)oc3ccc(Cl)cc3c2=O)c1	21%	1.4%
9	COc1ccc(N(C(=O)CNC(=O)c2ccco2)C(C(=O)NC2CCCC2)c2ccco2)cc1 (centres undefined)	-8%	1.8%
10	O=C(Cc1cccc(C(F)(F)F)c1)N1CCCC1	8%	-1.4%
11	COc1ccccc1C1C(C(C)=O)=C(O)C(=O)N1c1ccc(O)cc1 (centres undefined)	8%	-2.8%
12	Cc1ccc(CNC(=O)CNC(=O)[C@@H]2Cc3ccccc3CN2C(=O)OC(C)(C)C)cc1	5%	1.3%
13	CCn1ncc(S(=O)(=O)N2CCN(c3cccc(OC)c3)CC2)c1C	-6%	0.7%
14	CN(c1ccc(C(=O)N/N=C/c2cccc([N+](=O)[O-])c2)cc1)S(=O)(=O)c1ccccc1	-7%	-0.3%
15	CCOc1ccc(NC(=O)CCC(=O)Nc2cc(OC)c(NC(=O)c3ccco3)cc2OC)cc1	?	0.5%
16	O=C(NCCc1ccccc1)C1CCC(CNS(=O)(=O)c2ccccc2)CC1 (centres undefined)	10%	1.5%
17	COc1ccc(C(=O)Nc2ccc(S(=O)(=O)N3CCOCC3)cc2)cc1[N+](=O)[O-]	3%	0.6%
18	Cc1cccc(N(Cc2ccccc2)C(=O)c2ccc(CS(C)(=O)=O)cc2)c1	9%	1.2%
19	O=C(COc1ccc(Cl)cc1)Nc1ccc(C(=O)O)cc1NC(=O)COc1ccc(Cl)cc1	5%	32%
20	COc1ccc(NC2CCCN(C(=O)c3cccc(N(C)C)c3)C2)cc1 (centres undefined)	-5%	-0.8%
21	CCOc1ccc(CNS(=O)(=O)c2cc(-c3cc(C)no3)ccc2OC)cc1OC	13%	-1.9%
22	CC(=O)Nc1ccc(S(=O)(=O)N2CCN(S(=O)(=O)c3ccc(NC(C)=O)cc3)CC2)cc1	14%	0.3%
23	CCCCn1c(SCC(=O)c2ccc(O)cc2O)nc2cc(S(N)(=O)=O)ccc21	-4%	0.8%
24	Cc1nn(S(=O)(=O)c2ccc(F)cc2)c(C)c1S(=O)(=O)N1CCCCC1	6%	-0.9%
25	CCn1nc(NS(=O)(=O)c2ccccc2[N+](=O)[O-])c2cc3cccc(C)c3nc21	0%	12%
26	COc1ccc(NC(=O)CCS(=O)(=O)c2ccc3nc(C)sc3c2)cc1OC	10%	-0.8%
27	Cc1ccc(-n2c(-c3ccc(Cl)cc3)n[nH]c2=S)c(C)c1	15%	1.7%
28	O=C(CSc1nc(NS(=O)(=O)c2ccccc2)cc(=O)[nH]1)Nc1cccc(C(F)(F)F)c1	7%	-0.2%
29	O=C(Nc1cccc(-n2cccn2)c1)C1CCCN(Cc2ccc(C#CCCO)cc2)C1 (centres undefined)	4%	3.5%
30	CCCCN(CC)C(=O)Cn1nc(Cc2ccncc2)c2ccccc2c1=O	16%	0.4%
31	FC(F)(F)c1ccccc1/C=N/n1c(COc2ccccc2)n[nH]c1=S	-20%	6.2%
32	CCOc1ccc(S(=O)(=O)N2CCC(C(=O)NCc3ccncc3)CC2)cc1C	-5%	-0.7%
33	CCC(C)N(C(=O)Cn1nnc(-c2ccc(F)cc2)n1)C1CCS(=O)(=O)C1 (centres undefined)	3%	0.6%
34	COc1cc2ncnc(NCc3cccc(F)c3F)c2cc1OC	14%	-0.2%
35	COC(=O)C1=CN(c2ccc(F)cc2)C=C(C(=O)OC)C1c1ccc(O)cc1	18%	-0.8%
36	Cc1ccc(NC(=O)O/N=C/c2ccc(N(C)C)cc2)cc1	8%	0.0%
37	CCCS(=O)(=O)N1CCc2ccc(NC(=O)c3ccccc3Cl)cc2C1	-6%	-1.7%
38	CCC(Cc1ccccc1)NC(=O)c1ccc2nc(N3CCOCC3)sc2c1 (centres undefined)	-3%	0.3%
39	COc1cc(/C=N/NC(=O)c2cc3c(ccc4ccccc43)o2)cc(OC)c1O	30%	-2.1%
40	CCn1cc(CN2CCC(n3nccc3NC(=O)Cc3ccccc3)CC2)c(C)n1	9%	-0.3%

2 compounds drawn at random from the list so far:
#	molecule	AID2073	HIV fusion peptide
25	CCn1nc(NS(=O)(=O)c2ccccc2[N+](=O)[O-])c2cc3cccc(C)c3nc21	0%	12%
32	CCOc1ccc(S(=O)(=O)N2CCC(C(=O)NCc3ccncc3)CC2)cc1C	-5%	-0.7%

Carrying on:
#	molecule	AID2073	HIV fusion peptide
41	CSc1nc(Nc2ccc(Cl)cc2)c(C#N)c(=O)[nH]1	13%	12%
42	Cc1ccc(C(=O)N2N=C(c3ccc(NS(C)(=O)=O)cc3)CC2c2cccs2)cc1 (centres undefined)	24%	2.6%
43	COc1ccc(N(CC(=O)N/N=C/c2ccc(OC)cc2OC)S(=O)(=O)c2ccccc2)cc1	14%	2.1%
44	O=C(C[n+]1cccc(Br)c1)c1cccs1	9%	-0.6%
45	CCCOc1ccc(CNC(=O)CCC(=O)n2ncc3cc(C)ccc32)cc1	-2%	0.3%
46	Cc1ccc(NC(=O)CN2CCc3cc4c(cc3C2C)OCCCO4)cc1C (centres undefined)	18%	1.7%
47	N#C/C(=C\c1cccnc1)C(=O)Nc1ccc(Cl)cc1	5%	-1.3%
48	Cc1cccc(C)c1NC(=O)NC1(C(=O)N2CCN3CCCC3C2)CCCCC1 (centres undefined)	-3%	-1.8%
49	CCCc1nc2nc(C)c(NS(=O)(=O)c3ccc([N+](=O)[O-])cc3)c(=O)n2[nH]1	13%	2.0%
50	O=C(O)c1ccccc1OCC1CCCO1 (centres undefined)	11%	-0.6%
51	CCOC(=O)C1(CCOc2ccccc2)CCN(Cc2cccc(OC)c2O)CC1	0%	-2.4%
52	Cc1ccccc1NC(=O)NC1(C(=O)NCc2ccco2)CCCCC1	1%	-1.4%
53	CC(=O)c1cc2c(cc1NS(=O)(=O)c1cccc(C(=O)O)c1)OCO2	-4%	2.9%
54	CC1CCCC(C)N1CCCNC(=O)Cn1c(=O)c2cccn2c2cccnc21 (centres undefined)	15%	4.1%
55	O=C(c1ccccc1)c1ccc(OC(=O)C2CCCCC2)cc1	12%	-2.2%
56	COc1ccc(Cl)cc1NC(=O)C/C(C)=N/NC(=O)CCc1ccccc1	13%	-0.3%
57	Fc1ccc(CNc2ncnc3cc(Cl)ccc23)cc1	14%	-2.8%
58	COc1ccccc1CNC(=O)C1CCN(C(=O)[C@@H]2Cc3ccccc3CN2)CC1	3%	1.0%
59	O=C1CNC(=S)N1C1CCCCCC1	7%	-2.3%
60	Cn1nccc1C(=O)NC1CCN(Cc2ccccc2)CC1	5%	-1.5%
61	COc1ccc2c(c1)C(NS(=O)(=O)OCC(Cl)(Cl)Cl)CCC2 (centres undefined)	9%	0.2%
62	CCN(CC)C(=O)C1CCN(S(=O)(=O)c2c(C)noc2/C=C/c2cccc(C)c2)CC1	0%	-1.0%
63	COc1ccc(-n2c(CN3CCN(c4ccccc4)CC3)nc3ccc([N+](=O)[O-])cc3c2=O)c(OC)c1	8%	-2.5%
64	COc1ccc(N2C(=NC(=O)C3CCCCC3)SC3CS(=O)(=O)CC32)cc1Cl (centres undefined)	-14%	-0.3%
65	Cc1ccc(NC(=O)Cn2nnc(C(=O)NCCc3ccccc3)c2N)cc1Cl	26%	7.3%
66	CC(=O)Nc1ccc(S(=O)(=O)N/N=C/c2ccc(C)o2)cc1	20%	-1.6%
67	CCCCN(CC(O)COc1cccc(C)c1)CC(O)COc1cccc(C)c1 (centres undefined)	3%	-1.8%
68	COCCCn1c(=O)c2ccccc2n(CC(=O)Nc2ccc3c(c2)OCCO3)c1=O	-5%	0.1%
69	CCOc1cc(/C=C(\C#N)c2nc3ccccc3[nH]2)ccc1OC(C)C(=O)O (centres undefined)	0%	2.8%
70	COc1cccc(CNC(=O)c2ccc(C)c(NC3=NC4CS(=O)(=O)CC4S3)c2)c1 (centres undefined)	16%	-1.7%
71	Cc1ccc(OCC(=O)Nc2ccc(N3CCN(C(=O)c4ccco4)CC3)cc2)c(C)c1	6%	-0.4%
72	CC1CCCCC12NC(=O)N(CC(=O)Nc1cccnc1Cl)C2=O (centres undefined)	12%	-0.6%
73	CCCc1cc(C(=O)Nc2ccc(Cl)cn2)cs1	10%	-0.6%
74	CS(=O)(=O)N(CC(=O)N1CCOCC1)c1ccccc1	11%	1.6%
75	O=C(NCCS(=O)(=O)N1CCN(c2ccccc2F)CC1)c1cccc(Br)c1	3%	-0.3%
76	CN(C)c1ccc(/C=N/N(CCO)C2=NS(=O)(=O)c3ccccc32)cc1	47%	159%
77	CC(C)(C)N1C(=O)[C@H]2[C@@H](c3ccc(Br)cc3)N3C(=O)N(c4ccccc4)C(=O)[C@@]3(C)[C@H]2C1=O	-9%	1.6%
78	CNC(=O)c1[nH]nc2c1CCc1ccccc1-2	16%	-0.5%
79	CCN(c1ccc(OC)cc1)S(=O)(=O)N1CCCC(C(=O)NCc2cccc(C)c2)C1 (centres undefined)	5%	1.6%
80	Cc1ccc(CCNC(=O)c2ccc3nc4ccc(Cl)cc4c(=O)n3c2)cc1	28%	-0.2%
81	COc1ccccc1OCc1nnc(SCC(=O)Nc2nnc(C3CC3)s2)n1C	6%	0.4%
82	OCCCNc1ncnc2sc3c(c12)CCN(Cc1ccccc1)C3	-10%	12%
83	CCOC(=O)C1CCN(C(=O)Cn2c(=O)oc3cc(S(=O)(=O)N4CCCC4)ccc32)CC1	11%	1.7%
84	COC(=O)C1(C)NC(c2ccc(F)cc2)C2C(=O)N(c3ccc(C)cc3)C(=O)C21 (centres undefined)	-2%	2.6%
85	CCOC(=O)c1cc(C)sc1NC(=O)CN1CCN(C(=O)c2ccco2)CC1	8%	-1.3%
86	CCCN(CCC)Cc1c(C(=O)N/N=C/c2cccs2)nnn1-c1nonc1N	12%	-1.2%
87	O=c1c2ccc(Cl)cc2nc2n1CC/C2=C\c1cccc(O)c1	?	-0.8%
88	COc1ccc(NC(=O)C2CCN(S(=O)(=O)c3cccc4nonc34)CC2)cc1	-1%	0.3%
89	Cc1ccc(S(=O)(=O)N2CCOCC2)cc1C(=O)NCC1CCCO1 (centres undefined)	10%	-1.1%
90	Cc1cccc(Cn2c(C)nc3ccc([N+](=O)[O-])cc3c2=O)c1	20%	-2.0%
91	S=C(NCc1ccccc1)Nc1ccc(Oc2ccccc2)cc1	-27%	-0.8%
92	Cc1cccc(NC(=O)N2C3CCCC2CC(NC(=O)C2CC2)C3)c1 (centres undefined)	40%	0.1%
93	Nc1nc2ccccc2n1CCOc1ccc(Cl)cc1	8%	1.1%
94	CN(c1nc2ccccc2[nH]c1=O)C1CCCCC1	3%	14%
95	COCCn1c(SCC(=O)N2CCCCCC2)nc2c([nH]c3ccccc32)c1=O	10%	-0.2%
96	COc1ccc(N2CC(C(=O)Nc3c4c(nn3-c3ccccc3)CS(=O)(=O)C4)CC2=O)cc1 (centres undefined)	-6%	1.2%
97	C=CCN1C(=NC(=O)COc2ccc(Cl)cc2)SC2CS(=O)(=O)CC21 (centres undefined)	-5%	-2.6%
98	Cc1cc(OCc2ccc(C(=O)Nc3ccc(C(=O)O)cc3)o2)ccc1Cl	7%	17%
99	CCc1ccc(CN(C(=O)c2ccco2)C2CCS(=O)(=O)C2)cc1 (centres undefined)	10%	0.8%
100	COc1cc2c(cc1OC)C(C)N(S(=O)(=O)c1cnc(Cl)c(Cl)c1)CC2 (centres undefined)	19%	-2.5%
101	CCCc1cc(CNC(=O)C2CCC(=O)N(CCc3cccc(F)c3)C2)on1 (centres undefined)	-2%	-1.5%
102	CCOC(=O)c1c(C)[nH]c(C)c1S(=O)(=O)N1CCN(c2ccc([N+](=O)[O-])cc2)CC1	35%	-2.4%

In a second layout: results already given.
no. | AID2073 | HIV fusion peptide | compound
85 | 8% | -1.3% | CCOC(=O)c1cc(C)sc1NC(=O)CN1CCN(C(=O)c2ccco2)CC1
86 | 12% | -1.2% | CCCN(CCC)Cc1c(C(=O)N/N=C/c2cccs2)nnn1-c1nonc1N
87 | ? | -0.8% | O=c1c2ccc(Cl)cc2nc2n1CC/C2=C\c1cccc(O)c1
88 | -1% | 0.3% | COc1ccc(NC(=O)C2CCN(S(=O)(=O)c3cccc4nonc34)CC2)cc1
89 | 10% | -1.1% | Cc1ccc(S(=O)(=O)N2CCOCC2)cc1C(=O)NCC1CCCO1 (centres undefined)
90 | 20% | -2.0% | Cc1cccc(Cn2c(C)nc3ccc([N+](=O)[O-])cc3c2=O)c1
91 | -27% | -0.8% | S=C(NCc1ccccc1)Nc1ccc(Oc2ccccc2)cc1
92 | 40% | 0.1% | Cc1cccc(NC(=O)N2C3CCCC2CC(NC(=O)C2CC2)C3)c1 (centres undefined)
93 | 8% | 1.1% | Nc1nc2ccccc2n1CCOc1ccc(Cl)cc1
94 | 3% | 14% | CN(c1nc2ccccc2[nH]c1=O)C1CCCCC1
95 | 10% | -0.2% | COCCn1c(SCC(=O)N2CCCCCC2)nc2c([nH]c3ccccc32)c1=O
96 | -6% | 1.2% | COc1ccc(N2CC(C(=O)Nc3c4c(nn3-c3ccccc3)CS(=O)(=O)C4)CC2=O)cc1 (centres undefined)
97 | -5% | -2.6% | C=CCN1C(=NC(=O)COc2ccc(Cl)cc2)SC2CS(=O)(=O)CC21 (centres undefined)

Source: PubChem BioAssay

A portion of the library; count on the stated rates, not on these rows.
